Bioassay records deposited in PubChem BioAssay by NCI.
NCI-60 one-dose screen, 48 h, at 10 µM unless noted. Numbers give growth in % (100 = growth as untreated, 0 = no growth, -100 = all killed).
KM12: KM12 colon cancer cells; 82,000 tested, 5% active; AID 1794800
SF-268: SF-268 CNS cancer cells | 82,000 tested, 3.1% active | AID 1794759
SNB-19: SNB-19 CNS cancer cells. 81,000 tested, 2.5% active. AID 1794751
SF-295: SF-295 CNS cancer cells; 79,000 tested, 5.6% active
SF-539: SF-539 CNS cancer; 81,000 tested, 6.8% active
HCT-116: HCT-116 colon cancer; AID 1794798; 82,000 tested, 7.3% active
U251: U251 CNS tumor cells. 80,000 tested, 5.4% active
SNB-75: SNB-75 CNS cancer; 79,000 tested, 5% active
HCC-2998: HCC-2998 colon cancer | 79,000 tested, 4.7% active
An asterisk follows results filed as active; . = not tested or not shown; & = joins results of further samples. The calls were made as follows: active = growth percent below 10; inactive = the rest.

item	Structure	SF-295	U251	SF-539	HCC-2998	SNB-75	SNB-19	HCT-116	SF-268	KM12
1	CSc1nc2c(NCc3ccc(Cl)cc3)[nH]c(=O)nc2n1-c1ccccc1	93	86	98	105	98	111	68	103	103
2	Clc1ccccc1Cc1cn2cc(-c3ccc(Br)cc3)nc2s1	89	96	96	114	93	100	93	102	83
3	CC1=NN(c2cccc(Cl)c2)C(=O)/C1=C\c1coc2ccc(C(C)C)cc2c1=O	108	87	89	96	.	93	97	97	116
4	CCC1=C(OS(C)(=O)=O)COC1=O	91	95	106	89	56	101	100	104	108
5	Cc1c(C(N)=O)sc2nc(SCc3nnco3)n(Cc3ccccc3)c(=O)c12	102	98	102	115	87	93	99	102	99
6	CC(=O)c1c(C)n(-c2ccc3c(c2)OCO3)c2c1c(-c1ccc3c(c1)OCO3)nc1ccccc12	77	79	105	100	65	97	81	81	82
7	Cc1cc(C(C)(C)C)cc(C)c1Br	103	113	95	99	95	106	98	102	105
8	S=C1NC(c2ccccc2)=CC(c2ccc3c(c2)OCO3)N1 (centres undefined)	104	97	100	108	93	92	103	97	104
9	Cc1cnc(C(=O)NNc2nc3sc4c(c3c(=O)[nH]2)C(C)CCC4)cn1 (centres undefined)	23	10	10	11	37	22	22	17	18
10	N#Cc1cnc(N)nc1N	99	97	95	103	98	101	101	110	104
11	COc1ccc(/C(=C/c2cc(OC)c(OC)c(OC)c2)[N+](=O)[O-])cc1	103	5.3*	-11*	92	49	55	12	18	16
12	Cc1noc(N)c1N	107	111	104	116	96	103	119	99	104
13	COc1cc2c(cc1O)c(=O)n(CCN(C)C)c1c3cc4c(cc3ncc21)OCO4	-5.8*	-49*	-36*	-39*	-37*	-0.4*	2.6*	3.4*	-12*
14	Cc1ccc(-c2nc3nc(-c4ccccc4)nc(N4CCCNCC4)c3o2)cc1	-87*	-85*	-89*	-75*	-60*	26	-71*	-26*	-92*
15	Clc1ccc(CSCc2ccc(Cl)cc2)cc1	103	110	115	107	116	100	107	95	98
16	CC1CCCc2c1nn(C(=O)/C=C(\N)c1ccccc1)c2N (centres undefined)	39	41	63	53	101	64	42	61	41
17	Fc1ccc2[nH]cc(-c3nc(-c4c[nH]c5c(Cl)nccc45)cs3)c2c1	18	14	41	56	50	60	40	67	33
18	COc1ccc(NC(=O)CSc2nnc(-c3ccc(-c4nc5ccc(C)cc5[nH]4)cc3)o2)cc1	106	103	104	126	101	112	106	107	102
19	COc1cccc(OC)c1-c1nnn(C)c1C(=O)N1CCN(c2ccc(C#N)cc2Cl)CC1	101	106	98	94	100	90	102	100	106
20	CCN(CC)CC(Cc1ccccc1)OC(=O)c1ccc([N+](=O)[O-])cc1 (centres undefined)	97	103	110	107	110	106	114	118	118
21	COc1cc(/C=C2\C(=O)N(CCCCCCOc3cc(O)c4c(=O)cc(-c5ccccc5)oc4c3)c3ccccc32)cc(OC)c1OC	96	94	90	115	87	90	80	94	84
22	CN(C)c1nc(N)nc(N)n1	116	98	94	105	95	100	99	102	106
23	O=C(O)c1cc([N+](=O)[O-])cc2ccccc12	101&97	102&107	97&106	110&109	117&86	114&106	109&110	93&95	103&98
24	CC(=O)c1c(C)n(-c2ccccc2)c2c1c(-c1ccc(C)o1)nc1ccccc12	93	95	98	100	94	92	80	93	81
25	CC(=Nc1ccccc1)C1=C(O)C(Cc2ccc(O)cc2)NC1=O (centres undefined)	-41*	13	-34*	.	15	34	3.3*	11	-35*

The last 4 compounds of the part above open the next one:
item	Structure	SF-295	U251	SF-539	HCC-2998	SNB-75	SNB-19	HCT-116	SF-268	KM12
22	CN(C)c1nc(N)nc(N)n1	116	98	94	105	95	100	99	102	106
23	O=C(O)c1cc([N+](=O)[O-])cc2ccccc12	101&97	102&107	97&106	110&109	117&86	114&106	109&110	93&95	103&98
24	CC(=O)c1c(C)n(-c2ccccc2)c2c1c(-c1ccc(C)o1)nc1ccccc12	93	95	98	100	94	92	80	93	81
25	CC(=Nc1ccccc1)C1=C(O)C(Cc2ccc(O)cc2)NC1=O (centres undefined)	-41*	13	-34*	.	15	34	3.3*	11	-35*
26	Cc1ccc(-c2cc(C3(O)CCC4COC3O4)on2)cc1 (centres undefined)	96	90	100	107	89	105	90	102	102
27	O=C(C(=O)c1cccnc1)c1cccnc1	116	112	99	99	107	110	100	96	108
28	CC1CN(Cc2ccccc2)C(=O)N(c2ccccc2)C1=O (centres undefined)	102	105	105	117	100	111	98	119	114
29	Cc1sc2nc3nc(CC(=O)Nc4ccc(Cl)cc4)[nH]n3c(=O)c2c1C	93	.	93	95	95	106	103	107	107
30	C1=C2CNCC3=Cc4ccc5ccccc5c4OC23Oc2c1ccc1ccccc21	12	39	51	57	35	60	11	43	15
31	Cn1/c(=N/NC(N)=S)ccc2ccccc21	90	97	98	112	101	105	7.0*	92	103
32	O=C(CCCCCCN1CC(=O)N2[C@H](c3ccc(Br)cc3)c3[nH]c4ccccc4c3C[C@@H]2C1=O)NO	67	43	44	68	32	57	15	71	61
33	O=C(CSc1nc(-c2ccccc2)cn1-c1ccc(Cl)cc1)c1ccc(Cl)cc1	106	104	113	100	.	98	83	101	93
34	Ic1ccc2oc3ccccc3c2c1	100	106	100	110	96	.	104	99	105
35	CC(C)CCC[C@@H](C)C1CCC2C3CCC4=C/C(=N/OCCN5CCCC5)CC[C@]4(C)C3CC[C@@]21C (some centres undefined)	78	81	89	86	91	79	85	74	92
36	Cn1ccc(N)nc1=O	105	96	113	108	103	113	107	105	110
37	CC(C)n1cc(C(C)(C)C)nc1SSc1nc(C(C)(C)C)cn1C(C)C	112	106	104	99	111	101	100	110	110
38	COc1cc2oc(-c3cccc(NC(=O)[C@H](Cc4ccccc4)NC(=O)OC(C)(C)C)c3)cc(=O)c2c(OC)c1OC	37	37	43	70	98	40	15	62	19
39	CCCCC(/C=C/c1ccc2ccccc2n1)CC (centres undefined)	119	105	108	108	92	105	108	102	113
40	CN(C)C1CN(C(=O)c2cc(-c3ccc4ncnc(N5CCc6cc(F)c(Cl)cc65)c4c3)cnc2N)C1	8.2*	25	-1.3*	15	-27*	24	11	18	18
41	COc1cccc(/C=C2\S/C(=N\N=C(c3ccccc3)c3ccccc3)NC2=O)c1	82	85	103	98	94	90	66	95	84
42	CC(C)(C)NC(N)=O	104	102	103	119	98	103	110	103	103
43	CC(=O)Nc1ccc(S(=O)(=O)CI)cc1	104	112	94	96	95	103	98	102	103
44	O=C(CO)Nc1ccccc1	117	97	96	117	92	99	104	108	110
45	Cn1c(=O)c2cnn(C)c2n(C)c1=O	105	91	101	104	100	104	91	101	101
46	Cc1nccn1-c1ccc(C(=O)/C=C2\C(=O)Nc3ccccc32)cc1	96	107	107	102	.	108	96	94	104
47	N#Cc1c(-c2ccccc2)cc(-c2cc(O)ccc2O)nc1N	90	73	88	92	75	92	35	88	69
48	COc1cccc(-c2nc3occn3c2-c2ccnc(NCCCNS(=O)(=O)c3ccc(C(F)(F)F)cc3)n2)c1	95	84	90	124	103	105	84	75	91
49	CCOC(=O)c1cnc2c(-c3nc4ccccc4s3)c(Nc3ccccc3)nn2c1N	102	95	101	103	112	94	86	99	102
50	CCOC(=O)C1=C(N)N(c2ccccc2)C(C(=O)OCC)=C(C(=O)OCC)C1c1cc(=O)[nH]c2ccccc12 (centres undefined)	101	94	93	111	88	97	103	95	100

item	Structure	SF-295	U251	SF-539	HCC-2998	SNB-75	SNB-19	HCT-116	SF-268	KM12
51	CC(=O)N1N=C(c2ccc(Cl)cc2)CC1c1ccc2c(c1)OCO2 (centres undefined)	77	80	83	74	86	80	65	82	84
52	COC(=O)[C@]12CC[C@@H](C)[C@H](C)[C@@H]1C1=CC[C@@H]3[C@@]4(C)C(C=O)=C[C@@](C)(COC(C)=O)[C@@H]4C(=O)C[C@@]3(C)[C@]1(C)CC2	32	27	54	40	33	37	5.2*	42	28
53	COC(=O)/C=C1\Sc2ccc(C(F)(F)F)cc2NC1=O	716	102	105	108	93	104	79	106	99
54	Oc1ccc2ccccc2c1CNc1nc2ccccc2[nH]1	.	87	94	101	79	88	77	111	105
55	CN(C)CCn1c(=O)c2c3cc4c(cc3n(CCN(C)C)c2c2ccc(Cl)cc21)OCO4	33	45	70	82	71	34	-79*	32	45
56	CC1CCc2c(sc3nc(SCC(=O)N/N=C/c4ccc(Br)cc4)n(-c4ccccc4)c(=O)c23)C1 (centres undefined)	93	96	87	116	108	88	95	84	101
57	CC(=O)N1N=C(c2ccc(C)cc2)CC1c1ccc(Oc2ccc(Cl)cc2)cc1 (centres undefined)	95	64	101	100	75	83	88	75	88
58	O=C(N/N=C/c1ccco1)C(=O)Nc1cccc(C(F)(F)F)c1	82	101	105	105	95	102	99	110	100
59	CCCc1n(Cc2ccc3ccccc3c2)cc[n+]1Cc1ccc2ccccc2c1	-1.5*	0.8*	1.2*	-23*	-14*	-7.1*	1.4*	7.6*	-64*
60	COc1ccccc1N1CCN(C2=C(Cl)C(=O)c3ncccc3C2=O)CC1	107	102	95	108	86	89	27	88	91
61	Cc1cc(-c2ccccc2)n2nc(NN)nc2n1	99	101	97	109	100	102	102	102	100
62	O=C(NCCO)c1cccnc1	101	93	101	103	93	101	99	100	.
63	Nc1nc2c(C(=O)Nc3ccc(Cl)cc3)c(Nc3ccc(Cl)cc3)nn2c(-c2ccc(Br)cc2)c1-c1nc2ccccc2s1	100	109	94	116	100	101	99	97	107
64	S=C(SCc1cc(Cl)cc2c1OCOC2)N1CCSCC1	79	.	100	99	76	92	93	99	95
65	CSCCC(N)C(=O)O (centres undefined)	109	95	105	107	102	114	115	109	99
66	NC(=O)C1(Nc2ccc(Cl)cc2)CCCC1	94	109	98	93	114	102	100	106	95
67	O=c1[nH]c(=S)[nH]c2nccnc12	113	114	103	110	96	106	101	114	109
68	COc1cc(-c2c(C#N)c(N)nn2C(=O)c2ccc(NC(=O)c3ccccn3)cc2)ccc1O	100	110	97	110	91	104	95	96	94
69	COC(OC)C1=C(C)OC(N)=C(C#N)C12C(=O)Nc1ccccc12 (centres undefined)	138	99	100	106	103	97	100	104	95
70	O=C(CS(=O)(=O)c1ccccc1)c1cc2ccccc2oc1=O	99	94	95	102	82	96	103	99	104
71	Cc1ccc(NC(=S)Nc2ncccc2OCc2cccc(F)c2)cc1	92	105	111	101	92	93	68	99	91
72	O=C1Nc2ccc(F)cc2C12CC(c1ccc(Br)cc1)=NN2 (centres undefined)	88	108	97	108	88	101	102	96	105
73	CC(C)C(NC(=O)OCc1ccccc1)C(=O)NC(Cc1c[nH]c2ccccc12)C(=O)O (centres undefined)	97	.	106	100	87	104	94	110	111
74	CC(C)c1nc(SCC(=O)c2ccc(Br)cc2)nc(Nc2cccc(S(N)(=O)=O)c2)c1C#N	100	101	94	108	102	99	106	109	100
75	Cn1cc(CCc2ccncc2)c2ccccc21	97	92	92	98	75	96	99	98	99

Laid out differently: results already given
Second line of a record: SF-295 | U251 | SF-539 | HCC-2998 | SNB-75 | SNB-19 | HCT-116 | SF-268 | KM12
(62) O=C(NCCO)c1cccnc1
    101 | 93 | 101 | 103 | 93 | 101 | 99 | 100 | .
(58) O=C(N/N=C/c1ccco1)C(=O)Nc1cccc(C(F)(F)F)c1
    82 | 101 | 105 | 105 | 95 | 102 | 99 | 110 | 100
(70) O=C(CS(=O)(=O)c1ccccc1)c1cc2ccccc2oc1=O
    99 | 94 | 95 | 102 | 82 | 96 | 103 | 99 | 104
(53) COC(=O)/C=C1\Sc2ccc(C(F)(F)F)cc2NC1=O
    716 | 102 | 105 | 108 | 93 | 104 | 79 | 106 | 99

Continuation:
item	Structure	SF-295	U251	SF-539	HCC-2998	SNB-75	SNB-19	HCT-116	SF-268	KM12
76	N#Cc1ccc2[nH]c3c(c2c1)CCCC3	92	95	95	105	94	103	109	110	98
77	CC1=C(c2ccc(Cl)cc2)OC(C(C)C)C2(C#N)C(=N)NC(=O)C12C#N (centres undefined)	87	94	100	97	89	105	90	91	88
78	Cc1ccc2ccccc2c1C[n+]1ccccc1	101	84	105	95	.	101	101	106	88
79	COc1ccc(/C=C/c2nc(Nc3ccc([N+](=O)[O-])cc3)c3ccccc3n2)cc1	87	89	88	83	103	98	100	98	79
80	O=C(Nc1ccccc1)c1cc(-c2cccnc2)nc2ccccc12	105	87	93	94	90	95	98	100	107
81	COc1cc(-c2[nH]ncc2Nc2ccc(Cl)cc2)cc(OC)c1OC	43	69	70	83	60	74	58	84	63
82	N#CC1=C(N2CCCCC2)NC(c2cccc([N+](=O)[O-])c2)c2sc3c(F)cccc3c21 (centres undefined)	107	104	96	118	90	100	101	93	100
83	O=C1/C(=C\c2cccn2Cc2ccccc2)c2ccccc2N1c1c(Cl)cccc1Cl	78	75	95	22	59	80	27	81	4.1*
84	OCC(c1ccccc1)[n+]1ccccc1 (centres undefined)	100&99	94&95	99&97	115&103	99&105	99&97	83&93	100&104	98&104
85	CCNCc1c(-c2cccc(OC(F)(F)F)c2)[nH]c2ccc(N3CCCC3)cc2c1=O	3.1*	20	2.7*	-28*	-5.0*	20	11	45	15
86	O=C(COc1ccccc1)Nc1ccccc1	100	101	117	98	98	91	97	105	96
87	CNC(=O)c1cc(Oc2ccc3nc(NC(=O)c4cccc(Cl)n4)sc3c2)ccn1	89	80	97	114	105	89	80	90	88
88	O=C1/C(=C/c2ccc(Cl)cc2)SC(=S)N1CCc1ccc(O)cc1	102	101	80	107	71	99	102	85	94
89	O=C1CCCN1C1CCN(Cc2cc3ccccc3[nH]c2=O)c2ccc(Cl)cc21 (centres undefined)	72	89	80	95	77	81	80	80	92
90	COc1cc(CNC(=O)/C=C/c2ccccc2)ccc1OCc1cn(-c2ccc(C#N)cc2)nn1	87	88	75	101	38	71	93	81	104
91	CC(/C=N/N=C(N)N)=N\NC(N)=S	80	65	67	64	72	.	50	49	48
92	COc1ccc([C@H]2[C@H](C(=O)O)c3ccccc3C(=O)N2c2ccc(Oc3ccccc3)cc2)cc1	104	96	101	114	106	101	85	99	105
